Screens as filed in PubChem.
CCR6 antagonist: CCR6 receptor antagonists, primary screen, cell-based, CHO-K1, luminescence, beta-arrestin, uHTS; C-C chemokine receptor type 6 (Homo sapiens), P51684; CHO-K1 CCR6 PathHunter beta-arrestin, CCL20-stimulated; inhibition, % at 20 µM; hit rate 0.49% among 340,000; AID 493098, 2011;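 active = compounds whose inhibition of the agonist-driven luminescence signal at 20 µM reaches about 50%, limit read from the data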;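 note: cells stimulated with CCL20 at 14 nM final; plate controls were DMSO with CCL20 for no effect and DMSO without agonist for full effect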
Jurkat NFkB inh: inhibitors of induced NF-kB luciferase reporter, primary screen, TCR NF-kB activation inhibitor project, cell-based, luminescence, uHTS | Jurkat, PMA/ionomycin-induced NF-kB luciferase reporter | inhibition, % at 4 µM | hit rate 0.53% among 330,000 | AID 435003, 2010
Apaf1 inhib: inhibitors of human Apaf-1 apoptosome, primary screen, biochemical, DEVD-Rh110 fluorescence, uHTS | Apoptotic protease-activating factor 1 (Homo sapiens), O14727 | reconstituted apoptosome caspase-3 activity | inhibition, % at 20 µM | hit rate 0.71% among 330,000 | AID 489030, 2010; active = inhibition of at least 40% at 20 µM;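 note: plate controls were DMSO wells for no effect and DEVD-CHO caspase inhibitor wells for full effect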
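System: Apoptosome proteins | Medium: Hepes pH 7.5 with detergent and BSA | Also added: Cytochrome c trigger plus (Z-DEVD)2-Rh110 caspase-3 substrate | Incubation: 30 min compound preincubation, 50 min activation, room temperature | Detection: Rhodamine 110 fluorescence at Ex 480/Em 540 nm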
UBC13 inh: UBC13 polyubiquitin chain formation inhibitors, primary screen, biochemical, TR-FRET, uHTS. inhibition, % at 20 µM. hit rate 0.47% among 330,000. AID 485273, 2010; in the data active = inhibition above about 45%, passing the limit was not always enough
Target sequence (P61088 whole entry, looked up): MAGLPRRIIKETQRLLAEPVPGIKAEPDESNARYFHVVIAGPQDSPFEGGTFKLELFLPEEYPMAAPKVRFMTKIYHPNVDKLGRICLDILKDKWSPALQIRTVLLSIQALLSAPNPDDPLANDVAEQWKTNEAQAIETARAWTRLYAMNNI
SENP8 block: SENP8 protease inhibitors, primary screen, biochemical, luminescence. AID 2540, 2010. hit rate 1.2% among 330,000. purified SENP8, Z-RLRGG-aminoluciferin cleavage. inhibition, % at 10 µM
Target sequence (Q96LD8 whole entry, looked up): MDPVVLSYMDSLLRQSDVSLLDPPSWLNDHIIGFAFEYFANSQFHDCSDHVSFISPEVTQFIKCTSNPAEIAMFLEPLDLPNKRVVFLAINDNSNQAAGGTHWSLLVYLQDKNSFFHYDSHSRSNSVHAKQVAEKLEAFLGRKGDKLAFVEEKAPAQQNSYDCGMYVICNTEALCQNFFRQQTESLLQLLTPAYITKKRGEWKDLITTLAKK
EBI2 block: EBI2 receptor antagonists, beta-arrestin recruitment, primary screen, cell-based, luminescence, 7a,25-OHC stimulation, uHTS. hit rate 0.81% among 360,000. 7a,25-OHC stimulated. G-protein coupled receptor 183 (Homo sapiens), P32249. inhibition, % at 5 µM; in the data active = inhibition above about 38%;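 note: enzyme fragment complementation signal reports receptor beta-arrestin coupling in cells; 0% = agonist plus DMSO wells and 100% = wells without agonist; some results beyond the cut were filed as inactive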
Target sequence (P32249 whole entry, looked up, the tested form may be a part): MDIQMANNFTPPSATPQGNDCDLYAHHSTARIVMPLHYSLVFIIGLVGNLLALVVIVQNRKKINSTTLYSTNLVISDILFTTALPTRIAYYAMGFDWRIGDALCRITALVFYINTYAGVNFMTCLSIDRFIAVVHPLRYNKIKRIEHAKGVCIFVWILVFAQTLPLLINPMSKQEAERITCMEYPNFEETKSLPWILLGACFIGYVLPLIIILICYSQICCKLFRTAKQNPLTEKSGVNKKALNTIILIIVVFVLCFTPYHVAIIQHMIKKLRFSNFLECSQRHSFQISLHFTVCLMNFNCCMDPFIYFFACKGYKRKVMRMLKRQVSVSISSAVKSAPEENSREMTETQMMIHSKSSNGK
697 NFkB inh: inhibitors of PMA/ionomycin-induced NF-kB reporter, 697 cells, primary screen, B-cell NF-kB inhibitor project, cell-based, luminescence, uHTS. AID 435022, 2010. inhibition, % at 4 µM. hit rate 0.33% among 330,000. 697 B-cell NF-kB luciferase reporter, 16 h; in the data active = inhibition above about 35%
Gli-Sufu block: Gli-Sufu pathway antagonists, primary screen, luciferase luminescence, Sufu-KO-LIGHT cells, uHTS. inhibition, % at 5 µM. Sufu-KO-LIGHT fibroblasts, Gli luciferase reporter luminescence. hit rate 0.74% among 340,000;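 active = inhibition above about 55%, limit read from the data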;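 note: 0% = DMSO-treated cells and 100% = wells with medium but no cells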
The depositor's hits bear a star. Cut-off read from the data, not from the text of the source, unless noted: active = inhibition above about 50%; inactive = the rest. An excerpt (hit frequency here may not be typical).

For C[C@H](C(=O)O)c1n[nH]c(=O)c2ccccc12 the results were CCR6 antagonist 1, Jurkat NFkB inh 6, Apaf1 inhib 5, UBC13 inh 0, SENP8 block 3, EBI2 block 5, 697 NFkB inh 8 and Gli-Sufu block 2.
Screening N#Cc1ccccc1S(=O)(=O)N1CCN(CC(=O)NC(=O)NC2CCCCC2)CC1 returned CCR6 antagonist 5, Jurkat NFkB inh -1, Apaf1 inhib 7, UBC13 inh -2, SENP8 block -2, EBI2 block 4, 697 NFkB inh -4 and Gli-Sufu block -7.
Screening CC(C)N(C)Cc1nnnn1CC(=O)NCc1cc(F)cc(C(F)(F)F)c1 returned CCR6 antagonist 10, Jurkat NFkB inh 13, Apaf1 inhib 4, UBC13 inh -3, SENP8 block 2, EBI2 block 7, 697 NFkB inh 1 and Gli-Sufu block -1.
CCCC(c1nnnn1Cc1ccco1)N1CCN(c2cc(Cl)ccc2C)CC1 (stereo unspecified) was read as CCR6 antagonist 6, Jurkat NFkB inh 9, Apaf1 inhib 13, UBC13 inh -1, SENP8 block 5, EBI2 block 32, 697 NFkB inh 7 and Gli-Sufu block 16.
`CCN1CCN(CCc2nc3cc(NC(=O)COc4ccc(Cl)cc4)ccc3n2C)CC1` gave CCR6 antagonist 6, Jurkat NFkB inh 0, Apaf1 inhib 8, UBC13 inh 10, SENP8 block -6, EBI2 block -6, 697 NFkB inh -5 and Gli-Sufu block 6.
`CCOC(=O)c1sc2nc(SC)nc(-c3ccccc3)c2c1N` gave CCR6 antagonist 9, Jurkat NFkB inh 6, Apaf1 inhib -2, UBC13 inh 11, SENP8 block -8, EBI2 block 3, 697 NFkB inh 8 and Gli-Sufu block -4.
`COc1ccccc1-c1cc(-c2ccccc2)nc(=O)[nH]1` gave CCR6 antagonist 11, Jurkat NFkB inh 9, Apaf1 inhib 1, UBC13 inh 10, SENP8 block -2, EBI2 block 0, 697 NFkB inh 6 and Gli-Sufu block 9.
`CC1CC(C)CN(C(=O)COC(=O)c2ccc(N3CCCC3=O)cc2)C1` (stereo unspecified) gave CCR6 antagonist -1, Jurkat NFkB inh -10, Apaf1 inhib -1, UBC13 inh -12, SENP8 block -11, EBI2 block -9, 697 NFkB inh 6 and Gli-Sufu block -1.
CN(CCO)c1cc(N2CCN(C(=O)c3ccco3)CC2)c2nonc2c1[N+](=O)[O-] was read as CCR6 antagonist 10, Jurkat NFkB inh 8, Apaf1 inhib 11, UBC13 inh -34, SENP8 block -7, EBI2 block -2, 697 NFkB inh 5 and Gli-Sufu block -5.
For CCOC(=O)C1CCCN(C(=O)c2cccc(S(=O)(=O)N(C)c3c(C)n(C)n(-c4ccccc4)c3=O)c2)C1 (stereo unspecified) the results were CCR6 antagonist 0, Jurkat NFkB inh 12, Apaf1 inhib 49*, UBC13 inh 26, SENP8 block 2, EBI2 block -8, 697 NFkB inh 18 and Gli-Sufu block 2.
CC1CCCCN1C(=O)CSc1nnc(CSc2ncccn2)n1C (stereo unspecified) was read as CCR6 antagonist -4, Jurkat NFkB inh -16, Apaf1 inhib 1, UBC13 inh -3, SENP8 block -10, EBI2 block -3, 697 NFkB inh 7 and Gli-Sufu block 10.
Screening COCCNC(=O)C(OC(=O)c1ccco1)c1ccccc1Cl (stereo unspecified) returned CCR6 antagonist 7, Jurkat NFkB inh 5, Apaf1 inhib -12, UBC13 inh 0, SENP8 block 12, EBI2 block -9, 697 NFkB inh -8 and Gli-Sufu block 4.
`O=C(NCc1cccs1)C1CCN(c2nccs2)CC1` gave CCR6 antagonist -2, Jurkat NFkB inh 16, Apaf1 inhib -8, UBC13 inh 3, SENP8 block -2, EBI2 block -3, 697 NFkB inh 15 and Gli-Sufu block -11.
COc1cc(C(=O)Oc2c(OC)cc(C(=S)N3CCOCC3)cc2OC)cc(OC)c1OC was read as CCR6 antagonist 2, Jurkat NFkB inh 2, Apaf1 inhib -9, UBC13 inh 12, SENP8 block -7, EBI2 block 14, 697 NFkB inh 7 and Gli-Sufu block 3.
`Cc1ccc(C(=O)N/C(=C/c2cccs2)C(=O)NCC2CCCO2)cc1` (stereo unspecified) gave CCR6 antagonist 3, Jurkat NFkB inh 1, Apaf1 inhib -1, UBC13 inh -14, SENP8 block -15, EBI2 block 1, 697 NFkB inh -5 and Gli-Sufu block 3.
For COc1ccccc1CNc1ncc(-c2ccc(F)cc2)n1C the results were CCR6 antagonist 10, Jurkat NFkB inh 0, Apaf1 inhib 5, UBC13 inh 2, SENP8 block -10, EBI2 block 2, 697 NFkB inh -33 and Gli-Sufu block 18.
Screening CC(=C\c1ccccc1)/C=C1/SC(=S)N(CCC(=O)Nc2ccccn2)C1=O returned Jurkat NFkB inh -3, Apaf1 inhib 14, UBC13 inh -19, SENP8 block 2 and 697 NFkB inh 2.
CCOc1ccc(-c2cccc(NS(=O)(=O)c3ccccc3[N+](=O)[O-])c2)nn1 was read as CCR6 antagonist 6, Jurkat NFkB inh 2, Apaf1 inhib 10, UBC13 inh -3, SENP8 block -15, EBI2 block 2, 697 NFkB inh 7 and Gli-Sufu block -5.
Screening CC1CCCC(NS(=O)(=O)c2cc(Br)cnc2N)C1C (stereo unspecified) returned CCR6 antagonist 17, Jurkat NFkB inh -2, Apaf1 inhib 8, UBC13 inh 17, SENP8 block 0, EBI2 block 15, 697 NFkB inh 9 and Gli-Sufu block -17.
Screening CC(=O)c1ccc(-c2csc(N3CCC(C(N)=O)CC3)n2)cc1 returned Jurkat NFkB inh 13, Apaf1 inhib 3, UBC13 inh 12, SENP8 block -2 and 697 NFkB inh -45.
For O=C(N1CCOCC1)N1CCN(c2ccccc2)CC1 the results were CCR6 antagonist -13, Jurkat NFkB inh 5, Apaf1 inhib 11, UBC13 inh 6, SENP8 block 1, EBI2 block -8, 697 NFkB inh 15 and Gli-Sufu block 7.
For CC(C)(C)OC(=O)NCCCCC1=CC2=CC(=O)C(C)(OC(=O)c3ccco3)C(=O)C2=CO1 (stereo unspecified) the results were Jurkat NFkB inh 0, Apaf1 inhib 27, UBC13 inh -61, SENP8 block -20 and 697 NFkB inh 5.
For COc1cccc(CNC(=O)C2CSC3(C)CCC(=O)N23)c1 (stereo unspecified) the results were CCR6 antagonist 4, Jurkat NFkB inh 2, Apaf1 inhib 2, UBC13 inh 7, SENP8 block 11, EBI2 block -7, 697 NFkB inh 17 and Gli-Sufu block -7.
Screening CCN(CC(=O)Nc1c(F)cccc1F)C(=O)CSc1nnc(-c2ccco2)n1CC returned CCR6 antagonist -6, Jurkat NFkB inh -19, Apaf1 inhib -3, UBC13 inh 3, SENP8 block 0, EBI2 block -6, 697 NFkB inh 4 and Gli-Sufu block -1.
`COc1ccc(OC)c(C2C3=C(N=C4SCC(=O)N42)c2ccccc2CC3)c1` (stereo unspecified) gave CCR6 antagonist 9, Jurkat NFkB inh -33, Apaf1 inhib 17, UBC13 inh -11, SENP8 block -4, EBI2 block 2, 697 NFkB inh -7 and Gli-Sufu block 3.
For CCN1CCN(Cc2ccc(NC(=O)Nc3cccs3)cc2)CC1 the results were CCR6 antagonist -18, Jurkat NFkB inh -90, Apaf1 inhib -2, UBC13 inh 2, SENP8 block 0, EBI2 block -8, 697 NFkB inh -50 and Gli-Sufu block 11.
For O=C(O)c1ccc(-n2nnnc2SCc2ccccc2)cc1 the results were CCR6 antagonist 15, Jurkat NFkB inh 8, Apaf1 inhib 0, UBC13 inh -2, SENP8 block -2, EBI2 block -1, 697 NFkB inh 5 and Gli-Sufu block 5.
CCOC(=O)N1CCN(C(=O)CSCC(=O)Nc2nc(-c3ccc(Cl)s3)cs2)CC1 was read as CCR6 antagonist 2, Jurkat NFkB inh -2, Apaf1 inhib 7, UBC13 inh 6, SENP8 block -2, EBI2 block 9, 697 NFkB inh -11 and Gli-Sufu block -3.
For O=S(=O)(c1ccc(-c2csc(-c3cccnc3)n2)cc1)N1CCCCC1 the results were CCR6 antagonist -15, Jurkat NFkB inh -7, Apaf1 inhib 21, UBC13 inh -2, SENP8 block 3, EBI2 block 21, 697 NFkB inh 4 and Gli-Sufu block 4.
`COc1cccc(C2=NOC(C(=O)Nc3ccc(OC)c(OC)c3)C2)c1` (stereo unspecified) gave CCR6 antagonist -1, Jurkat NFkB inh 3, Apaf1 inhib -17, UBC13 inh 7, SENP8 block 7, EBI2 block -5, 697 NFkB inh 6 and Gli-Sufu block -1.
Screening Cc1cc(N/C(=N/S(=O)(=O)c2ccc(F)cc2)c2ccccc2)n(-c2ccccc2)n1 returned CCR6 antagonist 1, Jurkat NFkB inh 5, Apaf1 inhib 12, UBC13 inh -2, SENP8 block 4, EBI2 block -3, 697 NFkB inh -10 and Gli-Sufu block 20.
For COc1ccc(S(=O)(=O)N2CCCCC2)cc1NS(=O)(=O)c1ccccc1 the results were CCR6 antagonist 5, Jurkat NFkB inh -11, Apaf1 inhib 8, UBC13 inh -15, SENP8 block -14, EBI2 block -1, 697 NFkB inh -11 and Gli-Sufu block 3.
`O=C(/C=C/c1ccco1)OCC1CCCN2CCCCC12` (stereo unspecified) gave CCR6 antagonist 19, Jurkat NFkB inh 2, Apaf1 inhib 2, UBC13 inh 0, SENP8 block -6, EBI2 block -1, 697 NFkB inh 16 and Gli-Sufu block 2.
Screening COC(=O)C1=C(C)NC(=O)NC1c1ccccc1 (stereo unspecified) returned CCR6 antagonist 1, Jurkat NFkB inh 5, Apaf1 inhib -19, UBC13 inh 8, SENP8 block 3, EBI2 block -1, 697 NFkB inh 18 and Gli-Sufu block 27.
For CCOC(=O)CC1=NN(c2ccccc2)C(=O)/C1=C\c1ccc(OC)cc1OC the results were CCR6 antagonist 9, Jurkat NFkB inh -18, Apaf1 inhib -2, UBC13 inh -10, SENP8 block -2, EBI2 block 7, 697 NFkB inh -9 and Gli-Sufu block -6.
CCc1ccc(C(=O)C(C)OC(=O)c2nc3nc(C)cc(C)n3n2)cc1 (stereo unspecified) was read as CCR6 antagonist 3, Jurkat NFkB inh 8, Apaf1 inhib 5, UBC13 inh -3, SENP8 block -5, EBI2 block 4, 697 NFkB inh -11 and Gli-Sufu block -6.
CC1CN(C(=O)c2cc3c(s2)CCC3)CC(C)O1 (stereo unspecified) was read as CCR6 antagonist -14, Jurkat NFkB inh 6, Apaf1 inhib -28, UBC13 inh 8, SENP8 block 5, EBI2 block -8, 697 NFkB inh 17 and Gli-Sufu block -12.
`O=C(CC1(O)C(=O)Nc2ccccc21)c1cccc(-n2cccc2)c1` (stereo unspecified) gave CCR6 antagonist 3, Jurkat NFkB inh -1, Apaf1 inhib -2, UBC13 inh 0, SENP8 block 4, EBI2 block 7, 697 NFkB inh 11 and Gli-Sufu block 0.
